MCF10A rerep – induces DNA re-replication in MCF 10a normal breast cells; Potency, µM (series often up to 46.1 µM), without a hit: at the top dose activity, positive = re-replication, hits mostly activators; MCF 10A DNA re-replication, Hoechst nuclear intensity, 48 h; 350,000 tested, 2.9% active; AID 624296; note: potency is the fitted concentration of half-maximal effect; % of control where 0% means no effect; nearly all actives have a fitted effect of over 50% in size
KB-3-1 tox – KB-3-1 parental cell cytotoxicity. KB-3-1 viability, CellTiter-Glo ATP luminescence, 72 h. Potency, µM (top dose mostly 46.1 µM), for the others: at the highest dose activity change, negative = cytotoxic, usual class: cytotoxic. 400,000 tested, 1.4% active; note: potency is the fitted concentration of half-maximal effect; % is set by controls: 0 for no effect and ±100 for the full control effect; nearly all actives have a fitted effect of over 60% in size
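Screening of KB-3-1 cells (DMEM, 10% FBS, phenol-red free) ran from lowest to highest compound concentration; after 72 h at 37 °C viability was read luminescently and curves fitted.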
ATXN2 expr inh – inhibitors of ATXN2 expression | HEK-293 ATXN2-luciferase reporter, luminescence, 24 h | Potency, µM (doses to about 57 µM), inactives show at the top dose activity change, negative = inhibition, usual class: inhibitors | 360,000 tested, 0.72% active | AID 1745845; note: potency is the fitted concentration of half-maximal effect; % is set by controls: 0 for no effect and ±100 for the full control effect; nearly all actives have a fitted effect of over 55% in size
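ATXN2-luciferase reporter cells (luciferase flanked by upstream and downstream ATXN2 gene portions) were treated 24 h at 37 °C with compounds at up to 57 uM. SteadyGlo luminescence gave expression; GF-AFC fluorescence gave viability.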
HT1080 IDH1KD tx – toxicity to HT-1080 IDH1 knockdown cells (counter line); Potency, µM (series often up to 46.1 µM), without a hit: at the highest dose activity, negative = toxicity, actives largely listed as cytotoxic; AID 686971; 360,000 tested, 2% active; HT-1080 IDH1 knockdown viability, ATP luminescence, 48 h;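 note: potency is the fitted concentration of half-maximal effect; 0% = DMSO wells and -100% = cell-free medium wells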
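HT-1080-IDH1KD cells (IDH1 knocked down), 750/well in RPMI with 5% FBS, treated with compound 48 h at 37 degrees C. Viability by CellTiter-Glo luminescence, normalised to DMSO and no-cell wells; concentration-response curves classed.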
KB-V1 MDR tox – kills drug-selected multidrug resistant KB-V1 cells; KB-V1 MDR cells viability, CellTiter-Glo, 72 h; Potency, µM (top dose mostly 46.1 µM), for inactives: at the top dose activity change, negative = cytotoxicity, actives largely listed as cytotoxic; 400,000 tested, 3.4% active; note: potency is the fitted concentration of half-maximal effect; % is set by controls: 0 for no effect and ±100 for the full control effect; nearly all actives have a fitted effect of over 60% in size
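Luminescent ATP read-out (CellTiter-Glo, 10 min) measures survival of drug-selected KB-V1 MDR cells after 72 h, 37 degrees C compound exposure. Medium: phenol-red-free DMEM, 10% FBS. Values from fitted concentration-response curves.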
WRN inhibitor – inhibitors of human WRN helicase; WRN helicase unwinding, fluorescent forked duplex, kinetic; Potency, µM (series often up to 114 µM), for inactives: at the highest dose activity change, negative = inhibition, actives largely listed as inhibitors; 360,000 tested, 0.46% active; AID 651768; note: potency is the fitted concentration of half-maximal effect; % is set by controls: 0 for no effect and ±100 for the full control effect; nearly all actives have a fitted effect of over 55% in size
Target sequence (Q14191 whole entry, looked up): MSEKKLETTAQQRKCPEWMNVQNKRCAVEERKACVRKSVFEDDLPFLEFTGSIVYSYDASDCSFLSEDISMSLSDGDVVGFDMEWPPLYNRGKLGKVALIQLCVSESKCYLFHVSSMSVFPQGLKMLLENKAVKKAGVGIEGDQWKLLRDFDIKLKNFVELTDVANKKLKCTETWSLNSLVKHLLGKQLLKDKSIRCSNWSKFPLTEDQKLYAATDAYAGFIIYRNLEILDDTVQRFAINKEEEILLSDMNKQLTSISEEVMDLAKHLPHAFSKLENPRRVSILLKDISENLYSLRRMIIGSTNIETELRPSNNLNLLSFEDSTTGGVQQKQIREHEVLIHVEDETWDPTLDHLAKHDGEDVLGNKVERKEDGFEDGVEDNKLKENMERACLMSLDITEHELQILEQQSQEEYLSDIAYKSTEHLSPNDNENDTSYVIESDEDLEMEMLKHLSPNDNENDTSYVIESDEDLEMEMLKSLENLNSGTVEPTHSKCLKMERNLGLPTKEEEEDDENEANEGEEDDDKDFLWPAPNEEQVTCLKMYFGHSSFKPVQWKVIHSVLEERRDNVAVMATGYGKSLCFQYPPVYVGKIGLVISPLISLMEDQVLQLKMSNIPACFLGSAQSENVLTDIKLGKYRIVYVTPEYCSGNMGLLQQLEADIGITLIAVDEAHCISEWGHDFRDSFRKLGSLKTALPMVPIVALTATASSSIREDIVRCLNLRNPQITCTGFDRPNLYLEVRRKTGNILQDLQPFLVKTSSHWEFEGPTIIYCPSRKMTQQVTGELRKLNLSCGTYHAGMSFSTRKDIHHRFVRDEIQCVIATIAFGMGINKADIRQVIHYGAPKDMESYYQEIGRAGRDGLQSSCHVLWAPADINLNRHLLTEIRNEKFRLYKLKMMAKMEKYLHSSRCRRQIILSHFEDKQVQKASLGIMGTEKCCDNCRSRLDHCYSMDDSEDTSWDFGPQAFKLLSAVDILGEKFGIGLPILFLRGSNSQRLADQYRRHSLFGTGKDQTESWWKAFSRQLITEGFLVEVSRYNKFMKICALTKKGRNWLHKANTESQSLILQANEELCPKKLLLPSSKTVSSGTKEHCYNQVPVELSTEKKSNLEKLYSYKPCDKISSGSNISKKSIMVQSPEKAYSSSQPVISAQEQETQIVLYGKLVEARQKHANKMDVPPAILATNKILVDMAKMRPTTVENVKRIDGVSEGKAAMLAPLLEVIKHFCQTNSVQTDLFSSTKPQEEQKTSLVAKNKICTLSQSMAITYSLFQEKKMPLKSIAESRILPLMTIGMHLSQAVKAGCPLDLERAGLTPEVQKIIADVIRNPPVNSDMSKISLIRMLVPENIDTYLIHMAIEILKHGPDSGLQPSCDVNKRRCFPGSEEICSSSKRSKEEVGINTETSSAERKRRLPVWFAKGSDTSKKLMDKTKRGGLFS
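WRN at 20 nM final was preincubated with compound for 15 min at room temperature; reaction started with 100 nM forked duplex oligonucleotide carrying fluorophore and quencher plus 2 mM ATP (final). Unwinding followed kinetically by red fluorescence (ex 525/em 598 nm).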
HT1080-NT tox – kills 2HG-producing HT-1080-NT fibrosarcoma cells. Potency, µM (highest dose often 46.1 µM), for inactives: at the top dose activity, negative = less viability, most hits filed as cytotoxic. HT-1080-NT fibrosarcoma viability, CellTiter-Glo ATP luminescence, 48 h. 360,000 tested, 1.6% active;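 note: NT is the 2HG producing partner of a matched IDH1 knockdown line; potency is the fitted concentration of half-maximal effect; 0% = DMSO-treated cells and -100% = media-only wells without cells; nearly all actives have a fitted effect of over 55% in size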
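HT-1080-NT; 750 cells/well; 5% FBS RPMI; 48 h compound, 37 degrees C; CellTiter-Glo luminescence; curve fitting and curve-class assignment.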
IL-1B inflam inh – blocks inflammasome-driven IL-1 beta release; activity change, % at 57.5 µM; AID 743279; 360,000 tested, 4.7% active; THP-1 LPS/ATP IL-1B secretion, AlphaLISA, 16 h; stronger effect = lower value; in the data active = activity change below about -50%; inconclusive = mostly about -30% to -49%; note: % is set by controls: 0 for no effect and ±100 for the full control effect
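THP-1 cells pretreated 1 hr with compounds (up to 57.5 uM final), then stimulated with LPS (250 ng/mL final) plus ATP (1.25 mM final); secreted IL-1B measured by AlphaLISA after 16 hr, decreased signal indicating inhibition.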
SW480 rereplic – induces DNA re-replication in SW480 colon adenocarcinoma cells; SW480 DNA re-replication, Hoechst DNA content imaging, 48 h; Potency, µM (doses to about 46.1 µM), without a hit: top-dose re-replication activation, hits mostly activators; 340,000 tested, 1.8% active; note: potency is the fitted concentration of half-maximal effect; % of control where 0% means no effect; nearly all actives have a fitted effect of over 55% in size
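SW480 cells exposed to compounds for 48 hr at 37 C, 5% CO2, then Hoechst-stained 40 min. Nuclear DNA content imaged by fluorescence scanning (405 nm excitation, 500-530 nm emission); re-replication scored as increased high-intensity nuclei.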
The depositor's hits bear a star; ? = inconclusive; / = not tested or not shown; & = joins results of further samples; ! = not active in a repeat; [ ] = another dose, or the depositor's remark. Unless noted, calls come from the whole dose curve; as a rule, active = well fitted curve in the direction sought with a large enough effect; inconclusive = small, poorly fitted or top-dose-only effect, or another doubt; inactive = no such curve, though single readings can be large; an effect the other way counts as inactive or inconclusive. Outcome played no part in choosing rows. Share with any hit: about 12%.

mol	ATXN2 expr inh	KB-V1 MDR tox	HT1080-NT tox	SW480 rereplic	WRN inhibitor	MCF10A rerep	HT1080 IDH1KD tx	IL-1B inflam inh	KB-3-1 tox
COc1cccc(CNC23CC4CC(CC(C4)C2)C3)c1OCc1ccccc1	/	20.6µM*	-25.3%	?	-4.3%	29.5%	-11.6%	-96.5*	?
O=C(NCCS(=O)(=O)c1ccc(Br)cc1)c1ccc(Cl)cc1Cl	1.8%	-4.7%	-1.9%	6.8%	0.4%	0.7%	-2.4%	-10.2	-3.4%
CC(NC(=O)COc1ccc(/C=N/NC(=O)C(=O)Nc2ccccc2Br)cc1)c1ccccc1 (centres undefined)	-13.5%	-8.9%	?	3.2%	-16.0%	?	?	-4.5	?
COc1ccc(CNC(=O)CC2C[C@H](C(=O)N3CCOCC3)[C@@]3(C)c4[nH]c5ccccc5c4CCN3C2=O)cc1OC (some centres undefined)	1.9%	5.0%	-0.2%	?	5.1%	-8.6%	5.0%	-2.9	2.9%
O=C(C1CCN(S(=O)(=O)c2ccccc2)CC1)N1CCC1	-4.0%	0.0%	-14.1%	-5.8%	-5.4%	-1.2%	3.6%	0.6	14.5%
Cc1nn(C)c(C(=O)NNC(=S)NCc2ccccc2)c1Cl	-6.3%	20.5%	0.0%	-18.9%	4.8%	0.5%	1.9%	39.9	-7.2%
O=S1(=O)CC(N2CCN(Cc3ccccc3F)CC2)CN1Cc1cn(Cc2ccc(C(F)(F)F)cc2)nn1 (centres undefined)	-33.6%	?	-17.9%	/	1.9%	/	?	-21.4	?
CCCCOc1ccccc1C1NC(=O)NC(C)=C1C(=O)OCCOC (centres undefined)	-1.0%	?	-0.2%	-4.0%	-6.8%	-20.8%	-3.3%	-8.5	-12.0%
COc1ccc(NC(=O)c2cc(-c3ccccc3)oc2C)cc1	-7.1%	1.0%	2.1%	-0.1%	-25.6%	0.5%	7.2%	0.0	12.6%
CCOC(=O)CNC(=O)C(NC(=O)C1CCC(C)CC1)C(C)CC (centres undefined)	0.5%	-3.8%	6.0%	1.8%	5.4%	2.7%	9.4%	9.4	-1.7%
O=C(CSc1nc2cc3ccccc3cc2[nH]1)Nc1ccc(F)cc1	-9.6%&8.8%	16.4µM*!	?	0.1%	-10.7%	0.6%	?	-4.0	19.7%&-21.7%
O=S(=O)(c1ccccc1Cl)N1CCCC1c1nc(-c2ccc(Cl)cc2)no1 (centres undefined)	-19.9%	?	-19.3%	1.1%	-25.2%	6.6%	-21.5%	91.0	-28.3%
COc1ccc(-c2nc(C)c(C(C)=O)n2O)cc1	4.6%	-2.9%	-14.0%	-0.3%	0.2%	1.8%	-17.2%	?	-16.7%
COc1ccc(-n2cc(C(=O)c3cc(Cl)ccc3O)cc(C#N)c2=O)cc1	-20.6%	-4.8%	-25.2%	-5.9%	-10.2%	18.7%	-25.4%	0.5	-1.5%
COc1ccc(N(CC(=O)N2CCCCCC2)S(=O)(=O)c2ccc(OC)c(OC)c2)cc1	4.5%	0.0%	1.0%	-5.8%	0.5%	-2.9%	0.4%	-11.8	0.6%
CCOc1ccc2nc(N3CCC(C(=O)NC4CCCCC4)CC3)sc2c1	/	?	1.2%	-7.8%	-3.1%	8.8%	-1.2%	20.9	-8.1%
COCCNC(=O)Cn1ccc2cc(S(=O)(=O)N3CCCCCC3)ccc21	-9.9%	15.0%&-19.7%	-2.1%	?	-1.6%	-1.9%	4.1%	2.0	3.0%&-15.7%
C=CCN(CC(=O)NCc1ccc(F)cc1)C(=O)c1csnn1	-4.2%	-17.8%	-14.7%	-0.7%	3.6%	-0.4%	2.5%	1.8	-6.2%
Cc1cc(NC(=O)CNCC(c2ccccc2)N(C)C)c([N+](=O)[O-])cc1C (centres undefined)	/	-0.7%	-2.8%	3.6%	-4.2%	-0.1%	-1.1%	-7.7	-0.1%
O=C(c1ccccc1)N(Cc1ccccc1)Cc1ccccc1	-18.3%	0.0%	-23.7%	-43.0%[inhibitor]	-9.8%	5.9%	-0.3%	-6.1	-24.3%
CCCc1cc(C(=O)Nc2cccc3ccccc23)n(C)n1	-21.8%	0.7%	-2.5%	20.0%	5.1%	?	-14.4%	12.0	-0.6%
CC1CCC2(CC1)NC(=S)N(c1ccccc1)N2 (centres undefined)	-7.7%	0.0%	?	-2.9%	-9.4%	8.4%	18.4µM*	-3.9	-8.7%
CC(O)(c1ccccc1)C(c1ccccc1)C1CCCCN1 (centres undefined)	-7.5%	?	15.5%	-6.5%	4.8%	2.1%	1.0%	?	-2.4%
Cc1ccc2c(c1)C1CN(C)CCC1N2C(=O)c1cccc(S(=O)(=O)N2CC(C)CC(C)C2)c1 (centres undefined)	-18.9%	-15.1%	/	15.2%	-4.6%	14.3%	-28.9%	-16.5	2.7%
O=C(CCC(=O)N(CC(=O)NC1CCCC1)c1ccccc1F)Nc1nccs1	18.2%	-15.4%	2.7%	-12.4%	6.3%	-11.9%	17.9%	-18.5	-0.6%
COc1ccccc1C(=O)NCC(c1cccs1)N1CCc2ccccc21 (centres undefined)	4.8%	?	-1.0%	13.6%	-8.5%	18.4µM*	-15.0%	-0.6	?
CC(=O)N[C@@H](Cc1c[nH]c2ccccc12)C(=O)OCC(=O)Nc1ccc2c(c1)OCO2	19.9%	-5.4%	-14.6%	2.9%	-2.4%	91.1%	-9.0%	0.5	-2.6%
CC(=O)NC(Cc1c[nH]c2ccccc12)C(=O)N1CCc2ccccc2C1 (centres undefined)	2.9%	-4.7%	-8.8%	-0.3%	8.7%	-3.1%	-5.1%	16.1	-0.5%
OC(CNC1CCCc2ccccc21)COc1c(Cl)cccc1Cl (centres undefined)	?	8.2%	-20.2%	?	-8.1%	?	?	-101.1*	-14.5%
CN(/N=C/c1ccc(C(C)(C)C)cc1)C1=NCCN1	5.4%	0.9%	13.5%	0.1%	5.9%	-5.7%	18.7%	15.2	-5.1%

Going on with the list.
mol	ATXN2 expr inh	KB-V1 MDR tox	HT1080-NT tox	SW480 rereplic	WRN inhibitor	MCF10A rerep	HT1080 IDH1KD tx	IL-1B inflam inh	KB-3-1 tox
CC(C)(C)S(=O)N1Cc2cc(CO)cc(-c3ccccc3)c2[C@@H]1CCO (some centres undefined)	5.7%	-0.1%	1.8%	3.4%	-7.7%	-5.2%	-1.9%	-5.3	0.0%
O=C(NCc1ccco1)/C(=C/c1ccccc1)NC(=O)c1ccco1	2.3%	-1.0%	8.5%	?	-28.7%	-4.4%	10.8%	-0.7	3.4%
Cc1cc(Nc2ncc(Cl)cc2Cl)n(-c2ccccc2C)n1	0.3%	-4.7%	-12.9%	?	1.0%	?	-23.9%	-2.8	-8.3%
O=C(/C=C/Nc1ccccc1)c1ccc(Cl)cc1Cl	/	6.3%	9.5%	0.1%	-3.0%	22.5%	2.5%	-10.8	-3.3%
Cc1noc(NS(=O)(=O)c2ccc(NC(=O)CSc3nc4c(cc3C#N)CCCCC4)cc2)c1C	10.2%	25.8%	-1.8%	18.3%	-16.5%	20.6µM*	0.2%	1.3	2.8%
Cc1[nH]c(=O)[nH]c(=O)c1S(=O)(=O)N(CC(C)C)CC(C)C	-0.9%	0.4%	0.2%	3.1%	1.7%	-4.0%	1.9%	0.1	3.1%
Cc1ccccc1C(=O)N1CCC(C(=O)N(C)CC(=O)Nc2cccc(F)c2)CC1	-0.4%	0.0%	17.1%	6.8%	5.1%	4.4%	11.5%	0.0	15.9%
Cc1ccc(/C=N/Nc2cn[nH]c(=O)n2)o1	23.8%	17.6%	7.3%	-10.0%	-7.3%	0.8%	1.7%	9.4	21.0%
Cc1oc(-c2ccccc2)nc1CS(=O)CC(=O)NC1CCCCCC1 (centres undefined)	2.2%	?	0.8%	9.9%	-5.3%	4.5%	-3.7%	-3.4	-5.7%
COc1ccc(N2CCN(C(=O)CCC(=O)N3CC(C)Oc4ccccc43)CC2)cc1 (centres undefined)	-13.0%	?	-15.3%	-0.5%	-1.1%	1.0%	2.3%	-14.7	-16.9%
COc1cc2c(c(OC)c1OC)C(c1ccccc1C)CC(=O)O2 (centres undefined)	5.9%	-7.6%	6.8%	?	4.0%	-6.4%	3.4%	54.1	2.2%
S=C(NCc1ccc(Cl)cc1)NC1CCN(Cc2ccccc2)CC1	?	16.4µM*	23.1µM*	16.4µM*	-4.6%	?	20.6µM*	-92.4*	?
O=C(C1CCC(N2C(=O)C3CC=CCC3C2=O)CC1)N1CCCCC1 (centres undefined)	9.9%	-25.6%	-3.6%	0.0%	-2.6%	-7.7%	-2.1%	18.7	0.6%

Gathered by group, the entries above containing a cyano group
mol	ATXN2 expr inh	KB-V1 MDR tox	HT1080-NT tox	SW480 rereplic	WRN inhibitor	MCF10A rerep	HT1080 IDH1KD tx	IL-1B inflam inh	KB-3-1 tox
COc1ccc(-n2cc(C(=O)c3cc(Cl)ccc3O)cc(C#N)c2=O)cc1	-20.6%	-4.8%	-25.2%	-5.9%	-10.2%	18.7%	-25.4%	0.5	-1.5%
Cc1noc(NS(=O)(=O)c2ccc(NC(=O)CSc3nc4c(cc3C#N)CCCCC4)cc2)c1C	10.2%	25.8%	-1.8%	18.3%	-16.5%	20.6µM*	0.2%	1.3	2.8%

Source: PubChem BioAssay
